# From PubChem BioAssay
# ADAM10 inh: inhibits human ADAM10; recombinant ADAM10, EDANS/DABCYL FRET peptide cleavage, 3 h; inhibition, % at 7 µM; 370,000 compounds, 0.62% hits; AID 720582;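 active = inhibition above a per-campaign cutoff equal to the mean of compounds falling between control-based bounds plus 3 SD, cut at about 20% in these data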;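 also: 0% = DMSO wells while the 100% control is not disclosed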
# ADAM17 inh: inhibitors of human ADAM17; inhibition, % at 6.95 µM; P78536; recombinant ADAM17, EDANS/DABCYL FRET peptide cleavage; AID 720648; 370,000 compounds, 0.83% hits;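 active = inhibition above the mean of compounds lying between control limits plus 3 SD, set per campaign, cut at about 8.5% in these data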;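 also: 0% = DMSO-only wells as the low control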
# PLC-beta3 inh: inhibitors of human phospholipase C beta3 | Q01970 | Purified PLC-beta3, fluorogenic substrate, fluorescence | inhibition, % at 12.2 µM | 370,000 compounds, 0.18% hits | AID 720704; in the data active = inhibition above about 11%;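 also: 0% = median of compound wells on plate and 100% = full blocker control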
# DDE Tn7 FP inh: DD(E)-Tn7 binding inhibition, primary FP screen | inhibition, % at 8.3 µM | 370,000 compounds, 0.13% hits | FP displacement of FITC-Tn7 peptide from fibrin DD(E); 0% = median of compound wells per plate;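 active = inhibition above the mean of compounds falling within the control limits plus 3 SD of them, cut at about 14% in these data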;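 also: 0% = plate median of compound wells and 100% = 10 µM Aha-Tn7 peptide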
# Target sequence (P02675 whole entry, looked up): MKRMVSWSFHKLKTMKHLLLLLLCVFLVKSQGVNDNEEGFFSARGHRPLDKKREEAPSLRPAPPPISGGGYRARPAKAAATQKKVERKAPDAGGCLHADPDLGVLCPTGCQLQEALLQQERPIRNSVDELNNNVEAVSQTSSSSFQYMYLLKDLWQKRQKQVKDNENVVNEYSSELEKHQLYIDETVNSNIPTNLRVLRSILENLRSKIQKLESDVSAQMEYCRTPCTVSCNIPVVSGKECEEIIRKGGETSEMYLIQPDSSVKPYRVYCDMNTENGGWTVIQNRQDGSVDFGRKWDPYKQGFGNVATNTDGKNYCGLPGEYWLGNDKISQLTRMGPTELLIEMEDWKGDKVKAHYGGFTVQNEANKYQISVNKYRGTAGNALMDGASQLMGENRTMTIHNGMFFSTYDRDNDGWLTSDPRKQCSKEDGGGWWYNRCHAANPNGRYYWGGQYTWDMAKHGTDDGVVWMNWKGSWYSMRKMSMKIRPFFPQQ
#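 System: human fibrin DD(E); quantity: Fibrin-DD(E) at 2 µM final; also added: fluorescent Tn7 probe at 0.1 µM; compound dosing: single nominal test concentration of 8.3 µM per compound; schedule: 10 min preincubation, 3 h with tracer, room temperature; detection: fluorescence polarization of the labelled Tn7 tracer; repeats: one replicate per compound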
# SIAE inh: blocks human sialic acid acetylesterase; 370,000 compounds, 0.69% hits; inhibition, % at 9.66 µM; SIAE FP-Rh probe binding, fluorescence polarization;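 active = inhibition above a cutoff: mean of compounds within the control limits plus 3 SD of those, cut at about 17% in these data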;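 also: 0% = plate median of compound wells and 100% = probe without SIAE protein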
# DDE Tn6 FP inh: DD(E)-Tn6 binding inhibition, primary FP screen | Fibrin DD(E) TRITC-Tn6 fluorescence polarization displacement | inhibition, % at 8.3 µM | AID 720509 | 370,000 compounds, 0.21% hits | P02675;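 active = inhibition above a per-campaign cutoff: mean of compounds within control limits plus 3 SD, cut at about 15% in these data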;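 also: 0% = median of all compound wells on the plate and 100% = blocking peptide control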
# PLC-gamma1 inh: blocks human PLC-gamma1 enzyme activity; P19174; purified PLC-gamma1, fluorogenic substrate, fluorescence; inhibition, % at 12.2 µM; 370,000 compounds, 0.84% hits; AID 720700; in the data active = inhibition above about 9.5%
# ARFGAP1 inhibitor: inhibits rat ARF GTPase activating protein 1 | inhibition, % at 16.5 µM | Arfgap1-stimulated ARF1 GTP hydrolysis, GDP FP detection | 360,000 compounds, 0.26% hits | AID 651572;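 active = inhibition above a per-plate limit, mean inhibition of low control wells plus 3 SD, cut at about 25% in these data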;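 also: 0% = DMSO wells with enzyme and 100% = wells lacking Arfgap1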
# Target sequence (Q62848 1-136 limits assumed): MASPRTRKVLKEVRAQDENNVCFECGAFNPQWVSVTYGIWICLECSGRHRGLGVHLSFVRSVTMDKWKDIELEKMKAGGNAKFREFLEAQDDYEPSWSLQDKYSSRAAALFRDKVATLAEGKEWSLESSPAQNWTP
#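 Assay system: purified rat His6-Arfgap1 residues 1-136 (GAP domain); Reagent: human Δ17 ARF1 bound to GTP; Dosing: 16.5 µM single point, 1.26% DMSO; Times: GTP hydrolysis reaction 2 h at 25 °C; Signal: FP, GDP Alexa 633 tracer displaced from anti-GDP antibody, 620/688 nm; Measure: % inhibition from polarization.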
# ASAP1 GAP inh: inhibitors of human ASAP1 ArfGAP activity | 360,000 compounds, 0.19% hits | inhibition, % at 16.5 µM | ASAP1-stimulated ARF1 GTP hydrolysis, GDP FP detection; in the data active = inhibition above about 25%;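 also: 0% = vehicle with enzyme and substrate and 100% = no enzyme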
# TDP2 absorb: TDP2 (human) inhibition, absorbance primary screen. O95551. recombinant TDP2, T5PNP hydrolysis, p-nitrophenol absorbance 415 nm. inhibition, % at 12.8 µM. 370,000 compounds, 0.34% hits;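 active = inhibition above the mean of all tested compounds plus 3 SD, set per campaign, cut at about 25% in these data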;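 also: 0% = DMSO with enzyme and 100% = buffer with substrate but no TDP2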
# Target sequence (O95551 whole entry, looked up): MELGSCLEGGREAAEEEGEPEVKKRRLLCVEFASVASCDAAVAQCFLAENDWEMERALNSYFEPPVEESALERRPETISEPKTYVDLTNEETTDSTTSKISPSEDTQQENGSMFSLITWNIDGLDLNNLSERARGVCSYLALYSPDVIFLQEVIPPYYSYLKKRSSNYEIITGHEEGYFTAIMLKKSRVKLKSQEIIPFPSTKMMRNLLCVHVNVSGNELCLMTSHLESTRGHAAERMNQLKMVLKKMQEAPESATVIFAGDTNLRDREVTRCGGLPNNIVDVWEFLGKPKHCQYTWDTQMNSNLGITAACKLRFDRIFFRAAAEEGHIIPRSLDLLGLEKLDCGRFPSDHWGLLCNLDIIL
#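 Read-out basis: percent inhibition. System: recombinant human TDP2. Buffer or medium: Mg2+-containing Tris-HCl buffer, pH 7.5. Repeats: single replicate. Timing: reaction 2 h, 37 °C. Benchmarks: high control without enzyme, low control DMSO plus TDP2. Probe or stimulus: 5 mM T5PNP. Doses: 12.8 µM only. Measured by: epi absorbance of p-nitrophenol freed from T5PNP by hydrolysis.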
# The depositor's hits bear a star; i = inactive; . = not tested or not shown.
SMILES,ADAM10 inh,ADAM17 inh,PLC-beta3 inh,DDE Tn7 FP inh,SIAE inh,DDE Tn6 FP inh,PLC-gamma1 inh,ARFGAP1 inhibitor,ASAP1 GAP inh,TDP2 absorb
Oc1cccc(/C=N/Nc2nn3cnnc3c3ccccc23)c1,-5,0,-6,-3,0,-7,4,1,-8,-14
FC(F)(F)c1nc2ccccc2n2c(-c3ccc(Cl)cc3Cl)nnc12,-94,-36,-36,-1,3,4,-23,3,3,4
COCc1cc(Sc2ccc(Cl)cc2Cl)nc(-c2ccccc2)n1,-5,-7,-3,5,-5,2,-3,-4,-13,9
CN(C)C(=O)c1cn(-c2ccccc2)nc1-c1cc2ccccc2o1,-21,-11,2,5,7,0,0,7,-3,1
Clc1ccc(-c2cnc3n2CCC3)cc1,-11,-4,-12,5,2,6,-10,1,-13,3
CCCCC#Cc1cncc(C(=O)N/N=C/c2cccc(OC)c2)c1,6,1,-6,0,-16,0,-7,6,-6,-2
Cc1nc(COc2ccccc2Cl)sc1-c1ccnc(N)n1,-61,-26,-32,-3,-7,-4,-19,-5,3,-3
CN(C)S(=O)(=O)c1ccc2c(c1)nc(CCC(=O)Nc1ccc3c(c1)OCO3)n2C,0,0,-1,6,3,-1,-6,-4,5,2
COCCn1c(C)cc(C(=O)CSc2nc(C)cc(C)c2C#N)c1C,-31,-15,-61,1,-14,-6,-49,16,14,5
C/C(=N\NC(=O)Cc1csc(N2CCOCC2)n1)c1ccc(Cl)c(Cl)c1,-4,-4,-6,6,-3,-2,-2,-6,4,-11
COc1cccc(CNC(=O)C2CCN(S(=O)(=O)c3ccc4c(c3)CC(C)N4C(=O)C3CC3)CC2)c1 (stereo not drawn),-1,-2,-5,3,-4,3,0,-4,13,-5
COc1ccc(COC(=O)c2ccc(Br)c(S(=O)(=O)N3CCOCC3)c2)cc1F,6,-2,-6,4,-2,1,8,12,0,8
CCN(CC(=O)Nc1ccc(NC(C)=O)cc1)C(=O)C12CC3CC(CC(Cl)(C3)C1)C2,-9,-7,-6,-2,-4,-2,8,1,0,-19
Cc1nn(-c2ccccc2)c2nc(N)c(C#N)c(-c3ccc(F)cc3)c12,-217,-51,-474,-7,-5,-5,-385,10,8,0
O=C(Nc1ccc(Cl)cc1)c1nc[nH]c1C(=O)Nc1ccccc1F,-2,-1,-2,-1,-4,2,4,-3,0,2
CCOc1ccc(CN2CCC(Cc3ccccc3)CC2)cc1,-2,-3,-3,2,-1,-2,2,-11,-14,4
COc1ccc(OC)c(-c2nc3c(C)n[nH]c(=O)c3[nH]2)c1,3,-3,1,-5,-3,-5,0,13,-1,1
CCc1nc2sc(C#N)c(N)c2c2c1CCCC2,-243,-89,i,0,6,1,-436,-5,3,14
Cc1ccc(CC2C(=O)N(c3cc(Cl)ccn3)C(=O)C2C)cc1 (stereo not drawn),1,1,-9,0,-7,2,2,12,2,-1
Cc1ccc(S(=O)(=O)N(CC(=O)NCc2cccs2)c2ccccc2)cc1,-3,-8,-10,-1,11,-2,3,-3,-1,-15
CCOC(=O)C[N+](C)(C)CCOC1CC2CCC1(C)C2(C)C (stereo not drawn),-2,-1,1,2,1,-6,3,-7,-5,1
Cc1ccc(NC(=O)C(=O)N2CCCC2)cc1Cl,-2,-1,1,3,5,3,3,0,8,6
COc1cc2ccccc2cc1C(=O)OCC(=O)N1CCOCC1,i,-262,-310,-8,-1,15,-259,19,0,1
O=S(=O)(NCc1nnc2ccccn12)c1ccc(Cl)cc1,-7,-3,-16,-10,1,1,-8,-3,10,0
O/N=C1/CCCCC1c1ccccn1 (stereo not drawn),2,-4,-2,1,1,12,-5,5,4,-2
O=C(/C=C/c1ccc(Cl)cc1)N(c1ccccn1)C1CCCCC1,2,-3,-1,0,-6,-3,-1,6,3,4
CC(=O)c1ccc(N2Cc3ccccc3/C2=N\C(=O)Nc2ccc(Cl)cc2)cc1,5,5,-3,0,-27,2,-3,-4,13,-3
CNc1nc(-c2ccccc2)cc(-c2ccccc2)n1,-312,-147,-139,-1,-3,-4,-127,-12,-10,-4
O=C1NC[C@@H](CCCCN2CCN(CCC3CCCCC3)C(=O)C2=O)N(Cc2ccccc2)C1=O,3,7,6,5,0,-1,14*,12,2,-7
CNC(=O)CC1C(=O)N(c2ccc(F)cc2)C(=S)N1NC(=O)c1ccc(Cl)cc1 (stereo not drawn),8,-1,-5,-12,2,-3,-1,8,10,6
O=C(Nc1nccs1)C(F)(F)C(F)(F)C(F)(F)C(=O)Nc1nccs1,0,-2,-8,1,1,2,0,2,-5,17
C[C@@H]1CN([C@@H](C)CO)C(=O)CCCn2cc(nn2)CO[C@H]1CN(C)C(=O)C1CC1,-18,-8,0,1,10,-4,-1,0,9,0
CCN(C(=O)c1cc(Cl)ccc1OC)c1ccccc1,-12,-6,-2,3,0,-7,2,-2,-10,-2
NC(=O)C1(N2CCCCC2)CCN(S(=O)(=O)c2ccc(Cl)s2)CC1,6,-5,-4,-1,-6,-6,6,10,5,-3
CCOC(=O)C1CCCCN1Cc1ccc(F)c(Br)c1 (stereo not drawn),5,-1,4,0,1,-3,5,14,-4,2
Cc1ccc(Nc2cc(-c3ccccc3)nc3ncnn23)cc1,6,-49,-10,-2,5,7,0,3,-1,-3
COc1cc2c(cc1OC)C(/C=C/c1ccco1)=NCC2,-116,-43,-194,3,0,5,-145,15,-15,-6
C=CC[n+]1c(-c2ccc(Cl)cc2Cl)csc1Nc1ccc(NC(C)=O)cc1,27*,8,2,-8,9,0,2,2,-1,-4
COc1cc(CN2CCC(C(=O)N3CCCC(C)C3)CC2)cc(Br)c1O (stereo not drawn),8,0,5,3,1,1,2,11,-9,10
CCc1ccccc1N(C(=O)c1cccs1)C1C=CS(=O)(=O)C1 (stereo not drawn),-4,-5,-2,0,-9,-7,-2,0,-4,3
O=C(Nc1sc2c(c1C(=O)NCCO)CCCC2)c1ccco1,-3,-2,-114,-7,5,3,-73,-1,-1,16
CCOc1ccc(NC(=O)c2ccc(N3CC4CC(C3)c3cccc(=O)n3C4)c(N)c2)cc1 (stereo not drawn),-7,-2,-13,-2,2,8,-5,7,18,0
CCc1ccccc1NC(=O)c1cc(C)nn1-c1ccccc1,-8,-3,1,2,-1,2,0,.,.,-2
O=C(N/N=C/c1cccc2ccccc12)c1cc(C2CC2)[nH]n1,-5,-5,-4,1,-5,5,3,6,10,13
COc1cc([N+](=O)[O-])ccc1NC(=O)NCc1cccnc1,-2,0,-4,-2,-8,-6,0,-4,-5,-13
CN(C)S(=O)(=O)c1ccc(N2CCCC2)c(C(=O)OCC(=O)N2CCN(c3ccccc3)CC2)c1,-10,-3,-3,-1,2,1,2,3,10,8
C=CCn1c(=O)c2ccccc2n2c(SCc3nc(N)nc(Nc4ccccc4C)n3)nnc12,-4,1,0,6,4,9,-1,-4,-6,-4
O=C(NCC1CCCO1)c1cccc(S(=O)(=O)Nc2cccc(C(F)(F)F)c2)c1 (stereo not drawn),-6,-2,2,-5,-5,-8,-4,-2,5,-1

# Look-ups from above.
# CCOc1ccc(NC(=O)c2ccc(N3CC4CC(C3)c3cccc(=O)n3C4)c(N)c2)cc1 (stereo not drawn) | SIAE inh: 2
# O=C(Nc1sc2c(c1C(=O)NCCO)CCCC2)c1ccco1 | ASAP1 GAP inh: -1
# COc1cc(CN2CCC(C(=O)N3CCCC(C)C3)CC2)cc(Br)c1O (stereo not drawn) | TDP2 absorb: 10
# COc1cc([N+](=O)[O-])ccc1NC(=O)NCc1cccnc1 | SIAE inh: -8
# C=CCn1c(=O)c2ccccc2n2c(SCc3nc(N)nc(Nc4ccccc4C)n3)nnc12 | TDP2 absorb: -4

# Shown as a hit in ADAM10 inh, of those listed so far:
SMILES,ADAM10 inh,ADAM17 inh,PLC-beta3 inh,DDE Tn7 FP inh,SIAE inh,DDE Tn6 FP inh,PLC-gamma1 inh,ARFGAP1 inhibitor,ASAP1 GAP inh,TDP2 absorb
C=CC[n+]1c(-c2ccc(Cl)cc2Cl)csc1Nc1ccc(NC(C)=O)cc1,27*,8,2,-8,9,0,2,2,-1,-4

# Later entries.
SMILES,ADAM10 inh,ADAM17 inh,PLC-beta3 inh,DDE Tn7 FP inh,SIAE inh,DDE Tn6 FP inh,PLC-gamma1 inh,ARFGAP1 inhibitor,ASAP1 GAP inh,TDP2 absorb
CCc1ccccc1NC(=O)Nc1ccc(F)cc1F,7,0,4,4,4,7,0,-4,-5,2
COc1cc(OC)cc(C(=O)NNC(=O)c2cc3c(s2)CCCC3)c1,1,-3,-6,0,-7,12,1,10,-8,-13
CC1(C(=O)NS(=O)(=O)c2ccc(Cl)cc2)CCN1C(=O)c1cccc(F)c1 (stereo not drawn),7,2,2,0,1,-1,1,-6,-5,10
CC(=O)Nc1ccc(S(=O)(=O)NCC(=O)OC(C)c2ccccc2Cl)cc1 (stereo not drawn),1,0,-2,-2,-1,1,1,2,1,6
CCC1(c2ccc(OC)cc2)NC(=O)N(CC(=O)NC2CCCCC2C)C1=O (stereo not drawn),-23,-2,-6,1,-5,-1,1,14,1,1
COc1ccc(C(CNC(=O)c2cncc(Br)c2)N(C)C)cc1 (stereo not drawn),-4,-3,1,-2,12,-7,1,-2,12,4

# Reformatted: results already given
CCC1(c2ccc(OC)cc2)NC(=O)N(CC(=O)NC2CCCCC2C)C1=O (stereo not drawn)
- ADAM10 inh: -23
- ADAM17 inh: -2
- PLC-beta3 inh: -6
- DDE Tn7 FP inh: 1
- SIAE inh: -5
- DDE Tn6 FP inh: -1
- PLC-gamma1 inh: 1
- ARFGAP1 inhibitor: 14
- ASAP1 GAP inh: 1
- TDP2 absorb: 1

COc1ccc(C(CNC(=O)c2cncc(Br)c2)N(C)C)cc1 (stereo not drawn)
- ADAM10 inh: -4
- ADAM17 inh: -3
- PLC-beta3 inh: 1
- DDE Tn7 FP inh: -2
- SIAE inh: 12
- DDE Tn6 FP inh: -7
- PLC-gamma1 inh: 1
- ARFGAP1 inhibitor: -2
- ASAP1 GAP inh: 12
- TDP2 absorb: 4
